Screening data: PubChem, several laboratories
HIF-2a inh – inhibitors of HIF-2a | AID 624352 | 786-0 RCC cells HIF-2a reporter, luciferase luminescence, overnight | inhibition, % at 18.8 µM | 360,000 tested, 0.72% active;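 active means inhibition of the luminescence signal of 40% or more relative to plate controls, in a single-dose primary screen at 18.75 µM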
PDI inh – blocks human protein disulfide isomerase activity | P07237 | PDI insulin aggregation turbidity, A650, 90 min | inhibition, % at 10 µM | 350,000 tested, 0.052% active | AID 588391;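 active means mean inhibition across replicates of 30% or more, whatever share of single replicates reach that level; inconclusive means mean inhibition below 30% while every single replicate reaches 30%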;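 further: absorbance from insulin aggregation driven by PDI reduction with DTT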
Target sequence (P07237 whole entry, looked up): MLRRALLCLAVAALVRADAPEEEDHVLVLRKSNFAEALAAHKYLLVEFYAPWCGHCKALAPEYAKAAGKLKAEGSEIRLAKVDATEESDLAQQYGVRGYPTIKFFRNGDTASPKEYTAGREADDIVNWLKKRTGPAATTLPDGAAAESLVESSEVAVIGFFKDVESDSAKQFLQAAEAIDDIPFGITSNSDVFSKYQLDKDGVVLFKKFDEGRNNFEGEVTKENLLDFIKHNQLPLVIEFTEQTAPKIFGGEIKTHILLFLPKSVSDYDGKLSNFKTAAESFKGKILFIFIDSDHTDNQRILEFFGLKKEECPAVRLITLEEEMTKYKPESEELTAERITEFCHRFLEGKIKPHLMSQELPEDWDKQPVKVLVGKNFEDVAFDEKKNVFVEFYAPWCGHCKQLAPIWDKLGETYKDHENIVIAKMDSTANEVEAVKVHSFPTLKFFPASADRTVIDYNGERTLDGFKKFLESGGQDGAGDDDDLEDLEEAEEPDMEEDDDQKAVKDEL
NR2E3 ag-1 – human photoreceptor-specific nuclear receptor agonism. AID 602229. 360,000 tested, 0.35% active. inhibition of corepressor binding, % at 3.98 µM. CHO-S Gal4-NCOR/VP16-NR2E3 two-hybrid, luciferase;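 active means inhibition above the mean of all tested compounds plus 3 SD, cut at about 70% in these data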;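 further: 0% = DMSO with NR2E3 transfected cells and 100% = cells lacking NR2E3 construct; higher means lower luciferase signal from less NR2E3 corepressor binding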
Target sequence (Q9Y5X4 whole entry, looked up, the tested form may be a part): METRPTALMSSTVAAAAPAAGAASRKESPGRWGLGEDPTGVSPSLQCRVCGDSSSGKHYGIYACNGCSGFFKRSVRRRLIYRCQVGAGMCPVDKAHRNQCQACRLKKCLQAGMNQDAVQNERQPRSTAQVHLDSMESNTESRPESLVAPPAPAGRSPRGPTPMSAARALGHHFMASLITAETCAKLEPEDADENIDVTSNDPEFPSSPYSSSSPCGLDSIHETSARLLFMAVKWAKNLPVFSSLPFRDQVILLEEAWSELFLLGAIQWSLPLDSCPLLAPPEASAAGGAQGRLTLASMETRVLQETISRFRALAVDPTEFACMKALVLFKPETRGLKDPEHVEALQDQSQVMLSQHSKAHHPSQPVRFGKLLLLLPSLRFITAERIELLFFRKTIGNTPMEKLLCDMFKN
CaV13 ICDI inh – Primary screen for inhibitors of IQ motif and Ca2+-dependent inactivation inhibitor domain binding in CACNA1D, Förster resonance energy transfer in living cells, … | 340,000 tested, 0.098% active | inhibition, % at 12.3 µM | HEK cells, CFP/YFP FRET ICDI-IQ, plate reader, 10 min; percent FRET-ratio fall versus neutral wells;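 active means mean replicate inhibition of at least 30% and at least 1% of replicates passing that level; inconclusive means only one of the two criteria is met; inactive means neither criterion is met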;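 further: 0% = median of the neutral control wells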
aDG glyco up – alpha-DG glycosylation activation | Pro5-aDG cells, alpha-DG glycosylation AlphaScreen (IIH6); 0% Pro5, 100% B10-LARGE cell signal | activation, % at 10 µM | 360,000 tested, 0.22% active;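 active means activation of at least 8% versus controls, or a plate z-score of at least 8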;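 further: Pro5 are CHO cells carrying HIG-tagged alpha-DG that lacks glycosylation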
TRPM1 prom inh – MITF TRPM1 promoter inhibition in SK-MEL-5 cells; inhibition, % at 12.5 µM; AID 488899; 330,000 tested, 0.83% active; SK-MEL-5 TRPM1 promoter luciferase, 24 h;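 active means mean inhibition across replicates of 60% or more, whatever share of single replicates reaches that level; inconclusive means some that reach 60%, reason not given; inactive means mean inhibition across replicates below 60%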; further: values of inactives mirror those of a sister screen read the other way
Granule exo inh – blocks lytic granule exocytosis; AID 651702; inhibition, % at 10 µM; 360,000 tested, 0.66% active; TALL-104 LAMP-1 surface exposure, flow cytometry; cells stimulated with thapsigargin and PMA;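 active means inhibition above about 55%, limit read from the data; inconclusive means no clear call, values can overlap the other calls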
Vif inh – HIV Vif inhibition | HEK293T cells, Vif self-association by quenched fluorescence, imaging, 24 h | inhibition, % at 7.49 µM | 340,000 tested, 0.35% active; in the data active means inhibition above about 50%, passing the limit was not always enough; inconclusive means no clear call, values can overlap the other calls; inactive means below about 31%; further: some results filed as inactive read as strong as hits
Peg3 prom inh – Peg3 promoter activity inhibition; HeLa PEG-Prom luciferase reporter, luminescence, overnight; inhibition, % at 20 µM; 360,000 tested, 1.7% active;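 active means inhibition of at least 50% at 20 µM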
hiPSC survival – enhancers of human iPSC single-cell survival. hiPSC single-cell survival, ATPlite luminescence; 100% = ROCK inhibitor wells, 0% = DMSO. survival enhancement, % at 20 µM. 360,000 tested, 0.044% active. AID 602274; in the data active means survival enhancement above about 18%;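 further: cells exposed to compounds for 16 hours before the ATP read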
NR2E3 ag-2 – agonists of human nuclear receptor NR2E3; Q9Y5X4; GST-NR2E3/biotin-RetCOR TR-FRET, 1536-well; inhibition of corepressor binding, % at 4.78 µM; 320,000 tested, 0.12% active; AID 2300;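 active means percent inhibition above the cutoff of mean plus 3 SD of all tested compounds, set per screening campaign, cut at about 20% in these data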;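 further: 0% = DMSO wells and 100% = biotin wells as full block of FRET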
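Material: NR2E3–RetCOR corepressor complex | Quantity: 1.35 nM GST-tagged NR2E3 final | Schedule: 5 h at 4 °C | Replication: Singlicate compound wells | Reagent: RetCOR corepressor, biotinylated, 7 nM | Controls: Biotin wells as high control, 0.6% DMSO wells as low control | Signal: TR-FRET, Eu(K)-anti-GST donor, streptavidin-D2 acceptor, ex 340, em 617/671 nm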
* marks the source's active call; other numbers are inactive results; ? = inconclusive; nt = no result given.

SMILES | HIF-2a inh | PDI inh | NR2E3 ag-1 | CaV13 ICDI inh | aDG glyco up | TRPM1 prom inh | Granule exo inh | Vif inh | Peg3 prom inh | hiPSC survival | NR2E3 ag-2
COc1ccc(CNC(=O)c2cnn3c(C(F)F)cc(C)nc23)cc1 | 15 | -3 | -25 | nt | 0.2 | 13 | 2 | nt | 7 | 1.2 | 0
NS(=O)(=O)c1ccc(CNC(=O)c2cc(=O)c3cc(Cl)ccc3o2)cc1 | 16 | -9 | -8 | -20 | -0.1 | -3 | -7 | -10 | 12 | 0.2 | 1
O=C(CCCO)N/N=C/c1ccccc1[N+](=O)[O-] | -5 | -2 | -19 | -5 | 0.6 | -10 | 4 | 0 | -75 | 1.1 | 3
Cc1ccc(-c2ccc(CCC(=O)O)n2-c2ccc(O)cc2)cc1 | -22 | 9 | -17 | -5 | 0.0 | 0 | -2 | nt | 5 | -2.3 | -4
O=C(O)C(F)=C(c1ccccc1)c1ccccc1 | 19 | -6 | 6 | -5 | -0.2 | 5 | -1 | -8 | 17 | -0.7 | 3
CC(C)Cc1nc2n[nH]c(N)c2c2c1CCCC2 | 19 | 0 | -44 | -6 | 0.0 | 5 | 5 | 3 | -1 | -4.9 | 1
CC(C)C[C@H](NC(=O)c1[nH]cnc1C(=O)Nc1ccc(CNC(=O)OC(C)(C)C)cc1)C(=O)OCc1ccccc1 | 6 | -1 | 9 | -5 | -0.2 | 2 | -4 | -23 | 39 | -2.7 | 0
CC/C(=N\NC(=O)c1csc(C)c1C)c1cccs1 | -233 | 6 | -50 | -5 | 0.2 | -82 | 1 | -1 | -245 | -4.0 | 0
Cc1nnc(SCC(=O)Nc2nc(C(C)(C)C)cs2)s1 | 6 | -12 | -1 | -6 | 0.1 | 4 | 3 | -2 | -10 | -2.1 | -2
COCCCN=C(c1ccco1)n1c(=S)nc(-c2ccco2)n(CCCOC)c1=S | -145 | 4 | -8 | -7 | 0.2 | -29 | -6 | -1 | -44 | -1.0 | -2
Cc1ccc(/C(N)=N/OC(=O)c2ccc3c(c2)OCO3)cc1 | -202 | -4 | -69 | -5 | 0.2 | -69 | 5 | nt | -189 | -2.7 | 0
COCCn1c(Cc2ccccc2)nnc1SCC(=O)NC1CCCCC1 | 2 | 17 | -7 | -7 | 0.0 | 6 | -15 | 11 | 8 | -0.2 | 3
CCCCn1c(CCC(=O)O)nc2cc(S(=O)(=O)N(C)C)ccc21 | 1 | -8 | 4 | -7 | -0.1 | 0 | -1 | -9 | -1 | -0.5 | -2
COc1ccc(N2CCN(C(c3cc(OC)ccc3OC)c3nnnn3Cc3ccco3)CC2)cc1 (stereo not given) | 5 | 2 | -3 | nt | -0.3 | 4 | 2 | 9 | 15 | 2.3 | -3
CCOc1ccccc1NC(=O)CN1C(=O)CSC(C)C1=O (stereo not given) | 7 | 2 | -19 | -7 | -0.2 | 6 | -1 | 6 | 20 | -0.8 | -2
Cc1ccc(C(=O)N2CCSCC2)cc1 | 13 | 7 | -21 | -6 | -0.2 | -7 | 0 | 11 | -6 | 1.6 | -4
CCOC(=O)C1=C(C)NC(=O)NC1 | 5 | -10 | -3 | -2 | -0.2 | 6 | -9 | 74* | -1 | -1.0 | 3
Cc1ccc(C2OCC(C)([N+](=O)[O-])CO2)cc1 (stereo not given) | 11 | -89 | -28 | -6 | -0.1 | 3 | 0 | ? | -9 | -1.2 | nt
O=C(CC(C(=O)O)c1ccc(F)cc1)c1ccc(Cl)cc1 (stereo not given) | 28 | -1 | -6 | -20 | 0.0 | -10 | -11 | nt | 9 | -0.3 | 2
O=C(NCC1CCCCC1)c1cc(S(=O)(=O)N2CCOCC2)ccc1F | -6 | 1 | 9 | -3 | 0.2 | -1 | -1 | -1 | -4 | -0.6 | -2
N/C(=N\OC(=O)COc1ccc(Cl)cc1Cl)c1ccncc1 | -256 | 0 | -86 | -5 | 0.2 | -51 | 2 | -10 | -327 | -2.5 | nt
COc1ccc(CN2C(=O)NC3(CCCCC3)C2=O)cc1F | 4 | -1 | -19 | -8 | 0.1 | 3 | 1 | -23 | 11 | 2.2 | -2
C=CCOC(=O)C1=C[C@@H](c2ccc(C(F)(F)F)cc2)C[C@@H](OCCCCO)O1 | 2 | 2 | -24 | -3 | -0.1 | 11 | -6 | 20 | -5 | -1.5 | 0
CCOC(=O)Cn1c(=O)oc2cc(S(=O)(=O)N3CCCC(C(=O)OCC)C3)ccc21 (stereo not given) | 5 | -20 | -10 | 13 | 0.3 | 0 | 1 | -2 | 16 | -0.4 | 1
COC(=O)c1ccc(-c2noc(CN(C)CC3CCCCO3)n2)cc1 (stereo not given) | -163 | 5 | -30 | -6 | 0.1 | -18 | 8 | -1 | -109 | 0.0 | -1
Cc1cc(C)nc(Sc2ncnc(N)c2[N+](=O)[O-])n1 | 18 | 13 | 12 | -4 | 0.5 | 39 | 21 | 2 | 27 | -1.6 | 3
CCOC(=O)c1c(NC(=O)CSc2nnc(CNc3ccc(F)cc3)o2)sc(C)c1C | 19 | -15 | -6 | -5 | 0.1 | -2 | 21 | -10 | 2 | -2.8 | 3
CCCCC1C2C(=O)N(c3ccc(C)cc3)C(=O)C2ON1c1ccccc1 (stereo not given) | -117 | -5 | -48 | -20 | 0.0 | nt | -2 | 1 | -40 | -0.8 | -1
O=C(CN1CCN(c2ncccn2)CC1)Nc1ccccc1C(F)(F)F | 16 | 3 | 3 | -5 | -0.2 | 18 | 0 | -1 | 9 | 0.0 | 1
Cc1cc(C)c(S(=O)(=O)NCCc2ccccc2)c(C)c1 | -6 | -3 | 17 | 8 | 0.3 | -10 | -1 | 0 | -6 | 0.2 | 0
O=C(Cc1ccccc1)N1CCNCC1 | 9 | 2 | 3 | 3 | 0.0 | 14 | 4 | 2 | 1 | 2.0 | 3
O=C1NC(=S)N/C1=C/c1cc([N+](=O)[O-])ccc1O | 11 | 2 | -10 | -6 | 0.1 | -17 | 0 | -7 | 1 | 0.1 | -1
COc1cccc(/C=N/NC(=O)c2ccccc2)c1OS(=O)(=O)c1ccccc1 | 0 | -1 | -15 | 3 | 0.4 | 7 | -1 | 4 | -11 | 1.5 | -1
Cc1cccc(C(=O)NCC(=O)OC(C)C(=O)Nc2ccc(Cl)cn2)c1 (stereo not given) | -4 | -3 | 12 | -5 | 0.3 | 11 | 0 | 0 | 1 | -0.1 | 1
CCOc1ccc(NC(=O)COc2ccc3c(c2)OCO3)cc1 | -31 | -3 | -9 | -3 | -0.1 | -12 | 4 | 3 | -34 | 0.1 | -1
Cc1c(C(N)=O)sc2ncn(CC(=O)NCCc3ccccc3)c(=O)c12 | 20 | 0 | 1 | 2 | 0.1 | 13 | -2 | -2 | 5 | -1.1 | -2
Cc1cc(C(=O)N/N=C/c2ccc([N+](=O)[O-])s2)c2ccccc2n1 | -9 | 3 | 0 | -2 | 1.6 | 60 | 1 | -6 | 41 | -0.5 | 4
Cc1ccc(O)c(/C=N/NC(=O)c2[nH]ncc2Br)c1 | -132 | 8 | -20 | -5 | 0.1 | -18 | -3 | -11 | -133 | 2.2 | 0
CSc1ccccc1NC(=O)c1cnc2sc(C)cn2c1=O | -218 | 4 | -48 | -14 | 0.0 | -128 | 0 | -6 | -362 | -0.5 | -2
CN1CCN(C(=O)c2cccn(Cc3cccc(Cl)c3)c2=O)CC1 | 19 | -5 | -11 | -4 | -0.2 | 6 | -9 | -14 | 7 | -0.6 | -4
CCOC(=O)Cc1csc(NC(=O)CCSc2ccccc2)n1 | -3 | 2 | 5 | -2 | -0.4 | 12 | 18 | 5 | -5 | 3.0 | 6
C[n+]1cccc(C(=O)N/N=C/c2ccc3c(c2)OCO3)c1 | 16 | 0 | -19 | -2 | 0.2 | -5 | -11 | -2 | 0 | -0.3 | -4
O=C(COC(=O)/C=C/c1ccc(OC(F)F)cc1)NC1CCCCC1 | 4 | -5 | -8 | -6 | -0.1 | -3 | -3 | -5 | -8 | -0.2 | 4
COc1ccc(NC(=O)c2cc(-c3cc(F)ccc3OC(C)C)n[nH]2)c(C)c1 | 9 | 6 | -50 | -4 | 0.5 | nt | 0 | nt | 14 | 1.7 | nt
CCCC(C)NC(=O)C1CC(=O)N(CCc2ccc(F)cc2)C1 (stereo not given) | 13 | -17 | 11 | -2 | 0.0 | 9 | 2 | 3 | 7 | -0.4 | 4
COC(=O)c1cc(=O)n(Cc2cccs2)c(=Nc2ccc(F)cc2)s1 | 66* | nt | 2 | -7 | 0.4 | nt | -1 | 0 | 81* | 10 | 6
COc1ccc(NC(=O)N2CCN(S(C)(=O)=O)CC2)cc1 | 13 | 2 | -15 | -3 | -0.1 | -2 | -4 | -3 | 16 | -1.1 | -3
CCCCC1CCC(C(=O)N(CCC(C)C)c2c(N)n(CCCC)c(=O)[nH]c2=O)CC1 (stereo not given) | 13 | 1 | 5 | -5 | 0.2 | nt | -1 | nt | 98* | 0.4 | nt
Cc1nc2ccc(S(=O)(=O)NCC(=O)N3CCC(N4CCCCC4)CC3)cc2s1 | -26 | -9 | -19 | nt | -0.1 | 1 | -4 | 7 | -50 | -0.9 | -3
Cc1ccnc(NC(=O)c2ccco2)n1 | -17 | -3 | -9 | 9 | 0.5 | 4 | -2 | -2 | -11 | -0.8 | 0
CCOC(=O)C1=C(CS(=O)(=O)c2ccc(F)cc2)NC(=O)NC1c1ccc(O)c(O)c1 (stereo not given) | 1 | 3 | 13 | -6 | 0.0 | -1 | -1 | -8 | 17 | -0.4 | 1
CCCCN(C(=O)CSc1nnc(-c2ccc(Cl)cc2)o1)c1c(N)n(CC(C)C)c(=O)[nH]c1=O | 7 | -16 | -23 | -6 | 0.1 | -1 | 12 | 5 | 6 | -2.2 | 7
Cc1ccsc1CNC1C2CC3CC(C2)CC1C3 (stereo not given) | 17 | 4 | 10 | -2 | -0.1 | 13 | 0 | -2 | 11 | -0.4 | 6
O=C(CCCN1C(=O)/C(=C/c2ccccc2Cl)SC1=S)NNC(=O)c1ccncc1 | 82* | -13 | 56 | -5 | 0.0 | 10 | 8 | 2 | 21 | 0.7 | 4
COc1ccccc1C1C(C(=O)c2ccc(C)o2)=C(O)C(=O)N1c1cc(C)on1 (stereo not given) | 7 | 1 | -10 | -16 | 0.1 | 9 | 13 | 13 | -3 | -0.5 | 16
COc1ccc(CC(=O)NCC(=O)N/N=C/c2cc(Br)ccc2OC)cc1 | 20 | 5 | -14 | -19 | 0.4 | 0 | 3 | 8 | 28 | 2.6 | -1
